Bioassay records deposited in PubChem BioAssay by MTDP.
RNase H inhibition: RNase H inhibition, HIV 1 Gag Pol polyprotein, FRET biochemical assay, screening (AID 372). HIV-1 RT RNase H, FRET RNA/DNA substrate fluorescence; higher % means a stronger effect. one-dose inhibition, % at 10 µM; IC50 in µM for titrated hits. 100,000 compounds, 0.77% hits; in the data active means inhibition above about 50%
Starred values were filed as active, the others as inactive.

structure	RNase H inhibition
COc1cccc(/C=N\NC(=O)C2COc3cc4ccccc4cc3O2)c1OC (stereo not drawn)	6%
CC(O)C#CCN1C(C)CCCC1C (stereo not drawn)	0%
CCC(=O)Nc1ccc(NC(=O)c2ccc([N+](=O)[O-])cc2)cc1	0%
COc1ccc(COC(=O)C2=C(C)NC3=C(C(=O)CCC3)C2c2cc3c(cc2[N+](=O)[O-])OCO3)cc1 (stereo not drawn)	13%
CC1=C(C(=O)Nc2ccccc2C)C(c2ccc(Br)cc2)NC(=S)N1 (stereo not drawn)	11%
CCc1ccc(-c2cc(C(=O)NC3CCCCCC3)c3ccccc3n2)cc1	4%
CCn1cc(/C=C(/C#N)C(=O)Nc2ccc(Cl)cc2)c2ccccc21	15%
C(=N\n1cnnc1)/c1ccc(Sc2nnnn2-c2ccccc2)o1	0%
Cc1cc2c(CC(O)C(Cl)(Cl)Cl)nc(-c3ccccc3)nc2s1 (stereo not drawn)	11%
COc1ccc2c(c1OC)C(=O)OC2CC(=O)c1cc(F)ccc1O (stereo not drawn)	0%
CCOc1cc(C2C(C(=O)OC3CCCCC3)=C(C)NC3=C2C(=O)CC(c2ccc(Cl)cc2)C3)cc(Cl)c1O (stereo not drawn)	21%
O=C(NC(=S)N1CCCCC1)c1ccccc1	10%
CCCN(CCC)Cc1nc2c(c(=O)[nH]1)C1(CCCCC1)Cc1ccccc1-2	4%
Cc1c(-n2c(O)c(C3=c4cc(Cl)ccc4=NC3=O)sc2=S)c(=O)n(-c2ccccc2)n1C	18%
COc1ccc(N(C(C)C(=O)Nc2cc(C)cc(C)c2)S(C)(=O)=O)cc1 (stereo not drawn)	3%
COC(=O)c1c(C)nc(C)c2c(=O)oc3ccccc3c12	0%
CCCCCCN=Cc1c(O)n(-c2ccc(Cl)cc2)c(=O)[nH]c1=O	9%
CCOc1ccc(N2C(=O)CC(N3CCC(C(N)=O)CC3)C2=O)cc1 (stereo not drawn)	12%
COC(=O)C1=C(C)NC2=C(C(=O)CC(c3ccccc3)C2)C1c1cc(Br)c(O)c(OC)c1 (stereo not drawn)	15%
CCn1c2ccccc2c2cc(NS(=O)(=O)c3cccc([N+](=O)[O-])c3)ccc21	19%
CCOC(=O)C1=C(C)N=c2s/c(=C\c3ccccc3OCc3ccccc3Cl)c(=O)n2C1c1ccc(OC)c(OC)c1 (stereo not drawn)	0%
Cc1ccc(C)n1-c1ccc(Cl)c(O)c1	41%
CSCCC(NC(=O)c1ccccc1)C(=O)OCC(=O)Nc1nnc(C)s1 (stereo not drawn)	14%
O=C(NCc1ccccc1)c1nn2c(c1Br)NC(c1cccs1)CC2C(F)(F)F (stereo not drawn)	11%
CCC(=O)N1CCN(c2ccc(C(=O)c3ccc(OC)c(Br)c3)cc2F)CC1	3%
Cc1ccc(C2=NN3C(=N)/C(=C/c4ccc(-c5ccc(C(=O)O)cc5)o4)C(=O)N=C3S2)cc1	19%
CC(C)c1ccc(C=Nc2ccccc2C(N)=O)cc1	11%
C=CCOC(=O)C1=C(C)NC(C)=C(C(=O)OCC=C)C1c1ccc(C)o1	0%
CN1CCN(CCOCCOc2ccc(Br)cc2)CC1	1%
O=C(c1ccc(C#CC2(O)CCCCC2)cc1)N1CCN(c2cccc(Cl)c2)CC1	11%
COc1c(Br)cc(Br)cc1/C=c1\sc2nc3cc(C)c(C)cc3n2c1=O	15%
O=C1C(Cc2ccc(O)cc2)NC(=S)N1Cc1ccccc1 (stereo not drawn)	16%
Cc1ccc(/C=N\N2CCN(c3ccc(Cl)cc3)CC2)cc1	12%
N#Cc1ccc(Oc2ccc(-c3nc4ccccc4nc3-c3ccccc3)cc2)cc1C#N	12%
Cc1nc(N/N=C/c2ccccc2Cl)cc(-c2ccccc2)n1	0%
Cc1ccccc1CNC(=O)CN(c1cccc(Cl)c1C)S(=O)(=O)c1ccccc1	16%
Cc1cc(C)cc(N(CC(=O)Nc2ccc(Cl)cc2C)S(C)(=O)=O)c1	38%
CCOC(=O)CSc1nc2ccc(OCC)cc2[nH]1	18%
CCOC(=O)/C(=C\Nc1ccc(F)c(F)c1F)[N+](=O)[O-]	2%
COc1ccc(CN2CCN(Cc3ccc4c(c3)OCO4)CC2)cc1	7%

In the list so far, 3 have an NH in an aromatic ring:
structure	RNase H inhibition
CCCN(CCC)Cc1nc2c(c(=O)[nH]1)C1(CCCCC1)Cc1ccccc1-2	4%
CCCCCCN=Cc1c(O)n(-c2ccc(Cl)cc2)c(=O)[nH]c1=O	9%
CCOC(=O)CSc1nc2ccc(OCC)cc2[nH]1	18%

Quoted at random: six entries already listed
structure	RNase H inhibition
Cc1ccc(C)n1-c1ccc(Cl)c(O)c1	41%
Cc1ccc(/C=N\N2CCN(c3ccc(Cl)cc3)CC2)cc1	12%
CCOC(=O)C1=C(C)N=c2s/c(=C\c3ccccc3OCc3ccccc3Cl)c(=O)n2C1c1ccc(OC)c(OC)c1 (stereo not drawn)	0%
CCC(=O)N1CCN(c2ccc(C(=O)c3ccc(OC)c(Br)c3)cc2F)CC1	3%
O=C1C(Cc2ccc(O)cc2)NC(=S)N1Cc1ccccc1 (stereo not drawn)	16%
CCOC(=O)/C(=C\Nc1ccc(F)c(F)c1F)[N+](=O)[O-]	2%

(further entries)
structure	RNase H inhibition
O=C(Nc1cccc(Cl)c1)c1ccc(NCc2ccco2)c([N+](=O)[O-])c1	10%
COC(=O)c1ccc(/C=N/Nc2nnnn2-c2ccccc2)cc1	10%
C(=Nc1ccc2c(c1)ncn2-c1ccccc1)c1c[nH]c2ccccc12	0%
COC(=O)C1=C(C(=O)OC)SC(=C2C(=S)C(C)(C)N(C(=O)CN3C(=O)CCC3=O)c3cc(OC)ccc32)S1	6%
N=C1/C(=C/c2cccc(OCc3ccccc3)c2)C(=O)N=C2SC(c3ccccc3)=NN12	15%
COc1cc(C(=O)Nc2cccc(S(N)(=O)=O)c2)cc(OC)c1OC	1%
COc1ccc(Cl)cc1NC(=O)CN(c1cccc([N+](=O)[O-])c1)S(=O)(=O)c1ccccc1	5%
CCc1ccc2oc(-c3cccc(NC(=O)c4ccco4)c3)nc2c1	11%
Oc1ccc2ccccc2c1CN(Cc1ccccc1)Cc1ccccc1	4%
CC(=C\C(=O)O)/C(=C\CC(C)CCCC(C)C)C(=O)O (stereo not drawn)	16%
COc1ccccc1N1CCN(/N=C/c2ccc(Cl)c([N+](=O)[O-])c2)CC1	8%
COc1cc(OC)c(/C=C(\C#N)C(=O)Nc2ccccc2F)cc1Br	11%
O=C(COc1ccc(Cl)cc1)N1CCN(C(=O)c2ccc(F)cc2)CC1	2%
O=C(Nc1ccc(Cl)cc1)c1ccc(OC2CSC2)cc1	20%
S=C(NCC12CCC3CC(CC(C3)C1)C2)Nc1ccccc1	15%
O=S(=O)(c1ccc(F)cc1)n1cccc1	5%
CCOc1ccc(C(=O)COC(=O)c2ccccc2I)cc1	0%
COc1cc(/C=C2\SC(N)=NC2=O)ccc1OC(=O)c1cccc(F)c1	17%
O=C1CSC(=S)N1/N=C/c1ccc(Cl)cc1Cl	13%
CN1C(=O)C(C2(C(=O)O)CCCCC2)C(=O)N(C)C1=O	13%

3 entries from above, ordered by SMILES length, descending.
structure	RNase H inhibition
COc1cc(/C=C2\SC(N)=NC2=O)ccc1OC(=O)c1cccc(F)c1	17%
Oc1ccc2ccccc2c1CN(Cc1ccccc1)Cc1ccccc1	4%
CCOc1ccc(C(=O)COC(=O)c2ccccc2I)cc1	0%

Other results follow:
structure	RNase H inhibition
Cc1cc2c(c(=O)o1)C(c1ccc(F)c(Br)c1)C(C#N)=C(N)O2 (stereo not drawn)	10%
COc1cc(/C=C(\C#N)C(=O)NCC2CCCO2)cc(I)c1O (stereo not drawn)	7%
CCN(C)c1ccc(/C=C2\C(=O)NC(=O)N(c3ccc(Br)cc3)C2=O)cc1	0%
COc1ccc(-n2c(/C=C/c3cn(Cc4ccccc4)c4ccccc34)nc3ccccc3c2=O)cc1	7%
Oc1ccccc1-c1cc(-c2ccccc2)nc(N2CCCC2)n1	9%
O=C(NCc1ccc(Cl)cc1)C(=O)N/N=C/c1ccc(Cl)cc1	0%
N#C/C(=C\c1ccc2c(c1)OCO2)c1nn(-c2ccccc2)c(N)c1C#N	5%
O=C1OC(c2ccc(Cl)cc2)=C/C1=C\c1ccc2c(c1)OCO2	6%
COc1ccc(-c2nc(-c3ccc(F)cc3)no2)cc1OC	3%
CC1(C)CC(NCc2cc(Br)cc(Br)c2O)CC(C)(C)N1	9%
CC(C)CNC(=O)CN(c1ccc(F)cc1)S(=O)(=O)c1ccccc1	0%
Cc1ccc(NC(=O)CSCc2ccccc2Cl)cc1C	15%
Clc1ccc(C=NN2CCN(c3ccccn3)CC2)cc1Cl	0%
Cn1c(=O)c(C(=O)Nc2ccccc2S(N)(=O)=O)c(O)c2ccccc21	8%
COC(=O)C1=C(C)NC2=C(C(=O)CC(c3ccccc3)C2)C1c1cccc(I)c1 (stereo not drawn)	13%
CC1=C(C(=O)OC2CCCC2)C(c2ccc(O)cc2)C2=C(CC(c3ccccc3)CC2=O)N1 (stereo not drawn)	22%
O=[N+]([O-])c1cccc(-c2nnc(-c3ccc(Br)cc3)o2)c1	2%
Cc1ccc(OCC(=O)Nc2ccc(C)c(C)c2)cc1	0%
Cc1cc(NC(=O)c2ccc(C)c([N+](=O)[O-])c2)no1	3%
O=C(O)CCCC(=O)Nc1ccccc1	5%
CCN(CC)C(=O)C1CCCN(Cc2ccc(OC)cc2)C1 (stereo not drawn)	0%
Cc1cccn2c(NC(=O)c3ccc(Br)cc3)c(-c3ccccc3)nc12	0%
CCN(CCN(C)C)C1CCN(C)CC1	3%
CCC(C(=O)Nc1cc(Cl)ccc1Cl)c1ccccc1 (stereo not drawn)	3%
CN=C(Nc1cc(Cl)ccc1Cl)SC1CC(=O)N(c2ccc(OC)cc2)C1=O (stereo not drawn)	1%
Cc1ccc(C(=O)NCCNc2ccc(C(F)(F)F)cc2[N+](=O)[O-])cc1	7%
CCCS(=O)(=O)c1c(S(=O)(=O)CCC)c2cc(-c3ccncc3)ccn2c1C(=O)c1ccc(F)cc1	16%
CCOC(=O)Cn1nnc(-c2ccc(F)cc2)n1	1%
CC(=O)C1=C(O)C(=O)N(c2ccc(F)cc2)C1c1ccc(Br)cc1 (stereo not drawn)	6%
COC(=O)c1ccc(NC(=O)CCN2C(=O)c3cccc4cccc(c34)C2=O)cc1	15%
Cc1ccc(C(=O)Oc2cccc(NC(=O)c3ccccc3)c2)cc1S(=O)(=O)N1CCOCC1	0%
COc1cccc(-n2c(O)c(C=Nc3ccc4c(c3)OCO4)c(=O)[nH]c2=O)c1	10%
Cc1ccccc1NC(=O)/C=C/c1ccc2c(c1)OCO2	11%
O=C1c2ccccc2C(=O)c2c([N+](=O)[O-])ccc(N3CCOCC3)c21	4%
CCOc1ccc(-c2cc(C(=O)N/N=C/c3cccc([N+](=O)[O-])c3)[nH]n2)cc1	9%
CC(C)OP(=O)(OC(C)C)C(OC(N)=O)c1cccc(C(OC(N)=O)P(=O)(OC(C)C)OC(C)C)c1 (stereo not drawn)	0%
O=C1NN(c2ccccc2)C(=O)/C1=C/c1cccc(OCc2ccc(F)cc2)c1	26%
Cc1c(NC(=O)Nc2c(Cl)cccc2Cl)sc(=S)n1C	8%
Cc1cc(C(=O)NCc2cc(C(=O)O)co2)c(C)o1	6%
Cc1c(C(=O)N2CCC(Cc3ccccc3)CC2)cccc1[N+](=O)[O-]	0%
CCOC(=O)C1=NNC(C(=O)c2ccccc2)C1c1cccc(Br)c1 (stereo not drawn)	23%
COc1ccc(NS(=O)(=O)Cc2ccccc2)cc1	13%
O=C(/C=C/c1ccccc1)Nc1ccc2ccccc2n1	9%
CC(=O)c1ccc(NC(=O)c2ccc(-c3cccc(Cl)c3)o2)cc1	10%
COc1ccc(/C(C)=N\N2CCN(Cc3cccc4ccccc34)CC2)cc1	13%
Cc1ccc2c(c1)NC(C)(C)c1sn(-c3ccc(Cl)c(F)c3)c(=S)c1-2	19%
COC(=O)C1=C(C)NC2=C(C(=O)CC(c3ccc(Cl)cc3)C2)C1c1ccccc1F (stereo not drawn)	7%
Cc1ccc(-c2nc3ncccc3o2)cc1NC(=O)c1ccc([N+](=O)[O-])c(C)c1	2%
Cc1ccsc1-c1ncnn1-c1sc2c(c1C#N)CCCC2	16%
Cc1c(C2Nc3ccccc3NC3=C2C(=O)CC(C)(C)C3)cnn1C (stereo not drawn)	12%
Cc1cccc(C(=O)Nc2cc([N+](=O)[O-])ccc2C)c1	0%
COc1ccc(-c2nc3ccccc3o2)cc1NC(=S)NC(=O)c1ccccc1C	53%*
CC(Oc1ccc(Cl)cc1Cl)C(=O)NC1C2CC3CC(C2)CC1C3 (stereo not drawn)	26%
Cc1ccc(N=C2NC(=O)/C(=C/c3ccccc3)S2)cc1	9%
CC(C)(C)CN=Cc1c(O)[nH]c2ccccc12	1%
Cc1ccccc1OCCSc1nc2ccccc2n1CCO	4%
Cc1cccc(OC(=O)OCC(C)C)c1	0%
CCOC(=O)C1=C(C)N=c2s/c(=C\c3cc(OC)ccc3OC)c(=O)n2C1c1ccc(OC)c(OC)c1 (stereo not drawn)	9%
CCOC(=O)C1=C(N)Oc2ccc3ccccc3c2C1c1ccc(C)cc1 (stereo not drawn)	9%

This is a subset, so the mix of outcomes need not match the whole.
